p97 ATPase inh: blocks human p97 ATPase activity. P55072. recombinant p97 ATPase, Kinase-Glo ATP luminescence, 3 h. inhibition, % at 8 µM. hit rate 0.42% among 220,000. AID 1481; in the data active means inhibition above about 15%;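 further: 0% = DMSO vehicle and 100% = wells lacking enzyme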
EP2 mod: modulators of human EP2 prostaglandin E2 receptor | P43116 | EP2-expressing cells, cAMP HTRF FRET, PGE2 co-stimulation | induction, % at 25 µM | hit rate 0.83% among 260,000 | AID 940;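 active means compounds whose cAMP rise, as percent of the full-agonist control response, exceeds 60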;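 further: rat C6 glioma line stably carrying human EP2 under a CMV promoter; the protocol text gives 20 µM as final concentration; 100% = response of wells given 1 µM PGE2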
Target sequence (P43116 whole entry, looked up): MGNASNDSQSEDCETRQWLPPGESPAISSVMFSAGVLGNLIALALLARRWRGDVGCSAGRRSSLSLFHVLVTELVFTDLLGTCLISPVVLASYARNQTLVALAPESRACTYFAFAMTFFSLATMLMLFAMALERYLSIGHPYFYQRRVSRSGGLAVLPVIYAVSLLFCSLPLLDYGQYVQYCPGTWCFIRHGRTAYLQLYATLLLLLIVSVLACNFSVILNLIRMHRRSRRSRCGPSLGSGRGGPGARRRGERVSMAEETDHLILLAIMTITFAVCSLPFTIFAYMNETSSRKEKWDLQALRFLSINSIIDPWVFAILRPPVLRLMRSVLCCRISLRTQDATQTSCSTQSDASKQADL
NPY Y1 blocker: blocks the human neuropeptide Y Y1 receptor; P25929; HEK293-CNG Y1 cells, membrane potential fluorescence; NPY at EC95, then isoproterenol; inhibition, % at 3.6 µM; hit rate 1% among 200,000; AID 1040;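 active means inhibition above the campaign mean inhibition of all tested compounds plus 3 SD, cut at about 20% in these data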;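 further: 0% = DMSO wells given NPY plus isoproterenol and 100% = isoproterenol alone without NPY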
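Test system – HEK293 Y1/CNG channel cell line · Also added – NPY agonist 25 nM, then isoproterenol 1 µM plus Ro 20-1724 25 µM · Compound dosing – one concentration, 3.6 µM, in 0.4% DMSO · Schedule – compound incubation 1 h at room temperature, readout 45 min post-stimulation · Technique – fluorescence, membrane potential probe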
S1P4 antag: antagonists of human S1P4 receptor. AID 1510. S1P4-expressing cells, antagonist mode, reporter read-out. O95977. hit rate 0.26% among 220,000. inhibition, % at 4.98 µM; in the data active means inhibition above about 29%;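 further: 0% = wells stimulated with agonist and 100% = vehicle wells without agonist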
eIF4E-4G inh: inhibitors of eIF4E and eIF4G interaction in translation initiation | hit rate 0.37% among 220,000 | inhibition, % at 21.7 µM | P63073+Q04637 | TR-FRET eIF4E-eIF4GI(517-606) binding, 2 h | AID 782;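 active means inhibition above about 30%, limit read from the data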;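 further: 0% = full FRET control wells and 100% = background wells lacking eIF4GI fragment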
NPY2 pot ag: human NPY-Y2 potentiation or agonism, primary screen; hit rate 0.45% among 220,000; P49146; activation, % at 3.6 µM; cells expressing NPY-Y2, potentiator/agonist read-out; in the data active means activation above about 27%;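 further: cells stimulated with NPY near EC25 plus isoproterenol at EC100; 0% = vehicle plus submaximal agonist and 100% = vehicle plus saturating agonist; some results beyond the cut were filed as inactive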
Target sequence (P49146 whole entry, looked up): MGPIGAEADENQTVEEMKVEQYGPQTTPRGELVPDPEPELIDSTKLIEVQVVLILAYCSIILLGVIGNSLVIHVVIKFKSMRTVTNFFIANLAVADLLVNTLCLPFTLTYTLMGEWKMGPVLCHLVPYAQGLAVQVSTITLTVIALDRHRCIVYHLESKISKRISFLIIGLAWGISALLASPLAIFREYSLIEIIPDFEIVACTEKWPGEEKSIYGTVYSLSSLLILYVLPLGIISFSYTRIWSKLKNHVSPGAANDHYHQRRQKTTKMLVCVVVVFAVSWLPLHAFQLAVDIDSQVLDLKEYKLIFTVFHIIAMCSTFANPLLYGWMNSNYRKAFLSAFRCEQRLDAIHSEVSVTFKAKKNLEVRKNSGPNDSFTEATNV
NPY1 pot ag: potentiates or activates human NPY-Y1 receptor. P25929. NPY-Y1 expressing cells, potentiator/agonist activation. activation, % at 3.6 µM. hit rate 0.37% among 220,000; in the data active means activation above about 33%, passing the limit was not always enough;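 further: cells stimulated with NPY at EC10 then isoproterenol at EC100; 0% = low agonist plus stimulus and 100% = saturating agonist plus stimulus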
EP2 antag: blocks the human prostaglandin E2 receptor EP2 | P43116 | C6 glioma cells expressing human EP2, cAMP TR-FRET; cells stimulated with saturating PGE2 | inhibition, % at 25 µM | hit rate 0.52% among 260,000 | AID 1422;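 active means percent inhibition above 40 after rounding to a whole number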;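 further: rat C6 glioma host cells with rolipram phosphodiesterase inhibitor present; the protocol text gives 20 µM as final concentration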
S1P4 agonist: activates the human S1P4 receptor. O95977. S1P4-expressing cell line, agonist reporter assay. activation, % at 4.98 µM. hit rate 0.35% among 220,000. AID 1509; in the data active means activation above about 11%;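 further: 0% = DMSO vehicle and 100% = reference agonist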
Numbers without * were called inactive; x = no result given; & = joins results of further samples; [ ] = another dose, or the depositor's remark. The list is partial (hit frequency here may not be typical).

SMILES	p97 ATPase inh	EP2 mod	NPY Y1 blocker	S1P4 antag	eIF4E-4G inh	NPY2 pot ag	NPY1 pot ag	EP2 antag	S1P4 agonist
COC(=O)c1ccc(NC2(C#N)C(=O)Nc3ccccc32)cc1 (stereo unspecified)	1.3	-6.1	0.0	-14.3	5.8	1.0	-3.4	15.8	2.8
Cc1cc2c(c(=O)n1CCc1ccccc1)C(c1ccco1)C(C#N)=C(N)O2 (stereo unspecified)	4.8	-3.3	3.8	-12.9	3.2[fluorescence artefact?]	-6.9	4.5	8.7	0.8
COc1ccc2cc(C(=O)C3CCCN(C(=O)c4ccnn4C)C3)ccc2c1 (stereo unspecified)	4.1	-36.9	x	-14.8	4.6	-2.9	18.4	11.1	-0.5
Cc1ccc(NC(=O)C2CCN(S(=O)(=O)c3c(C)[nH]c(=O)[nH]c3=O)CC2)cc1	3.6	-2.9	-2.6	-3.9	x	-2.7	15.6	3.4	-1.7
Cc1ccc(C(=O)NNC(=O)CCn2nnc3ccccc32)cc1	4.7	6.5	-1.6	-18.5	0.6	-13.0	-0.6	7.7	2.1
COc1cccc(OCc2nnc(SCC(=O)OC3CCCCC3)n2C)c1	-5.1	40.7	-3.3	-10.5	-6.5	8.1	12.2	5.5	1.5
O=C(CC12CC3CC(CC(C3)C1)C2)Nc1ccc2c(c1)COC2=O	-0.9	3.5	4.2	-1.0	-3.2	-8.4	7.9	11.5	-0.2
Cc1ccc(C)c(NC(=O)c2cc3c([nH]c4ccccc43)c(C)n2)c1	-0.7	0.8	2.3	6.1	-15.4[fluorescence artefact?]	-17.3	-14.2	22.3	0.5
CC(C)CCNC(=O)CCSCCC(=O)NCCC(C)C	3.3	25.6	5.0	-4.6	0.0	2.9	-3.1	6.9	1.0
O=C(NCc1ccco1)C1CCN(C(=O)c2cc3sccc3n2Cc2ccc(F)cc2)CC1	-8.3	-8.8	-0.1	-5.2	14.4	-12.9	-16.7	7.7	-0.4
CCCc1cc2c(=O)c(-c3ccc4c(c3)OCCO4)coc2cc1OS(C)(=O)=O	1.1	-55.1	8.9	-1.3	10.3	-13.7	-1.0	8.9	0.8
O=C(CN1C(=O)NC2(CCc3ccccc3C2)C1=O)NCc1ccco1 (stereo unspecified)	4.1	26.3	2.4	-12.3	1.7	-6.9	13.9	-0.1	1.4
COc1ccc(NC(=O)c2nc(-n3nc(C)cc3C)ccc2Cl)cc1Cl	6.7	-33.5	0.1	-16.2	0.3[fluorescence artefact?]	9.3	9.0	6.0	-1.1
COc1ccc(/C=N/NC(=O)C(C)Sc2ccccn2)cc1[N+](=O)[O-] (stereo unspecified)	0.9	-31.4	6.7	-8.2	-1.5	-10.7	8.8	3.7	1.5
CS(=O)(=O)N(Cc1cc2ccccc2[nH]c1=O)C1CCCCC1	-2.6	-10.3	-5.5	5.4	8.6	16.5	5.2	x	1.9
COCCCNC(=O)c1cc2c(-c3ccc(Cl)cc3)nn(C)c2s1	-5.9	-19.8	2.4	18.4	0.6	-12.8	1.4	20.2	-3.2
Cc1nn(-c2ccccc2)nc1C(=O)NN	-0.4	4.0	x	1.3	-1.1	-27.9	-25.3	9.4	0.1
Cc1cc(C)nc(N/C(=N/S(=O)(=O)Cc2ccccc2)Nc2ccccc2)n1	5.5	24.0	-1.2	0.9	-1.9	-5.7	-31.6	9.3	1.6
O=C(CN1CCN(C(c2ccccc2)c2ccccc2)CC1)Nc1ccc(N2CCOCC2)cc1	3.8	45.2	0.2	-1.4	-2.6	-3.8	10.2	4.1	1.1
O=c1oc(-c2cccnc2)nc2ccccc12	8.7	1.2	0.8	5.2	-5.2[fluorescence artefact?]	10.8	9.5	15.5	0.6
Cc1ccc(S(=O)(=O)Nc2c(C)n(C)n(-c3ccccc3)c2=O)cc1C(=O)OC(C)C(=O)N(C)c1ccccc1 (stereo unspecified)	-4.6	3.4	-1.0	-24.6	1.0	-15.0	3.8	1.9	2.4
CCC1C(=O)N(C)CCc2ccccc21 (stereo unspecified)	4.0	14.9	6.7	-13.6	1.7[fluorescence artefact?]	13.0	-4.2	10.0	1.8
O=C(COc1ccccc1[N+](=O)[O-])Nc1ccc(NC(=O)c2cc3ccccc3o2)cc1	1.2	-33.4	4.3	-23.6	11.6	0.4	-5.8	3.8	0.3
CCN(CC)S(=O)(=O)c1ccc(Cl)c(C(=O)Oc2cccc(-c3cnc4ccccc4n3)c2)c1	1.1	22.1	2.3	-19.6	-4.7	1.9	-4.3	12.2	0.2
CCC1=NNC(=O)C(CC(=O)Nc2ccccc2)c2cc(OC)c(OC)cc21 (stereo unspecified)	3.3	6.9	-3.5	3.0	-3.2[fluorescence artefact?]	-4.5	-14.9	8.6	2.4
NS(=O)(=O)c1cccc2cccnc12	-1.7	-3.0	-2.1	-29.0	-0.1[fluorescence artefact?]	5.4	2.2	11.8	-0.6
Cc1ccc(N2CC(C(=O)Nc3ccc(C)c(S(=O)(=O)N(C)C)c3)CC2=O)cc1 (stereo unspecified)	-6.4	-22.9	-2.5	3.6	-0.2	-3.5	-11.7	5.3	-1.4
O=C(CNC1CCCCCC1)c1cccs1	5.8	4.0	1.1	-16.4	-4.3[fluorescence artefact?]	-6.8	1.2	5.2	-1.6
CC(C)=CC(=O)Nc1ccc(S(=O)(=O)Nc2ccccn2)cc1	4.6	-2.2	4.1	-5.5	3.1	2.8	10.9	7.9	-0.1
COC(=O)c1ccc(N=Cc2c(-c3ccccc3)[nH][nH]c2=O)cc1	1.9	-36.0	-2.2	1.6	2.2	0.5	9.6	4.6	0.7
CCC(=O)OCCNc1cc(Sc2nc3ccccc3s2)c2nonc2c1[N+](=O)[O-]	0.9	-14.8	-1.4	8.9	-16.4	-13.4	3.9	31.8	2.5
CN1C(=O)OC(C)(CCc2ccccc2)C1(C)O (stereo unspecified)	-0.6	16.2	7.0	1.3	9.0	-17.8	0.7	11.7	-1.4
Cc1cc(C)n(-c2nc3c(c(=O)[nH]c(=O)n3C)n2C)n1	-0.5	11.2	6.8	-11.6	-12.4[fluorescence artefact?]	1.6	-9.9	6.4	-0.7
Cc1cc(N2CCOCC2)n2ncc(-c3ccccc3)c2n1	0.2	24.3	11.5	18.3	1.6	14.0	2.3	4.7	-0.2
CCOc1ccccc1NC(=O)NC1CC2CCCC(C1)N2Cc1nnnn1CCc1ccccc1 (stereo unspecified)	6.5	-3.3	-8.1	-16.2	-30.6	1.9	12.4	6.5	-1.4
COc1ccccc1N1CCN(C(c2cccs2)C(C)NC(=O)c2ccco2)CC1 (stereo unspecified)	0.9	6.6	x	2.6	-1.6	8.0	20.0	6.8	0.0
C=CCNC(=O)C(C(=O)OCC)C1CCCCC1 (stereo unspecified)	1.4	10.1	-0.9	-3.5	2.3	-5.5	-26.3	13.1	0.0
CCCc1nc2oc3ccccc3c(=O)c2c(=O)n1-c1ccc(C)cc1	-6.0	-5.9	x	2.8	-10.8	-5.2	14.7	8.1	-0.2
COc1cc(OC)cc(-c2nc3cc(C)ccc3o2)c1	-6.6	-4.2	3.0	-6.5	8.5	7.9	-17.5	7.7	-4.2
CCc1c(C)nc(N2CCN(Cc3ccccc3)CC2)[nH]c1=O	-2.8	13.1	-0.2	-10.5	5.5[fluorescence artefact?]	-5.3	-10.6	10.2	1.8

Full records from above. Values in the order: p97 ATPase inh	EP2 mod	NPY Y1 blocker	S1P4 antag	eIF4E-4G inh	NPY2 pot ag	NPY1 pot ag	EP2 antag	S1P4 agonist
Shown for CCCc1nc2oc3ccccc3c(=O)c2c(=O)n1-c1ccc(C)cc1 = -6.0	-5.9	x	2.8	-10.8	-5.2	14.7	8.1	-0.2
Shown for CN1C(=O)OC(C)(CCc2ccccc2)C1(C)O (stereo unspecified) = -0.6	16.2	7.0	1.3	9.0	-17.8	0.7	11.7	-1.4

(more compounds)
SMILES	p97 ATPase inh	EP2 mod	NPY Y1 blocker	S1P4 antag	eIF4E-4G inh	NPY2 pot ag	NPY1 pot ag	EP2 antag	S1P4 agonist
CCN(C(=O)CSc1nnc2ccccn12)c1c(N)n(Cc2ccccc2)c(=O)[nH]c1=O	8.5	16.9	1.6	-15.9	-1.5	7.2	20.5	4.8	1.7
O=C(c1nnc(-c2ccc(Cl)cc2)o1)C1CCCC1	-6.8	7.9	3.7	-16.7	1.6	-5.7	0.4	4.2	1.2
Cc1cc(C(=O)NCC(=O)OCC(=O)N(C(C)C)C(C)C)ccc1[N+](=O)[O-]	-5.2	35.0	2.7	-73.3	-1.7	-1.4	14.8	5.9	7.5
CC(C)Oc1ccccc1C1CC(=O)Nc2cc3c(cc21)OCO3 (stereo unspecified)	4.7	-2.6	0.5	3.4	2.1	-5.1	25.3	3.9	0.8
CCc1ccc(-c2csc(NC(=O)C3CC(=O)N(c4ccc5c(c4)OCCO5)C3)n2)cc1 (stereo unspecified)	8.6	-26.4	-5.6	-22.3	-4.6	6.3	-15.2	4.7	0.5
S=c1[nH]nc(-c2ccc(Br)cc2)n1Cc1ccco1	1.3	16.8	9.6	-13.2	16.2	-4.5	-3.2	7.5	-0.8
CCOc1ccccc1/C=N/NC(=O)CSc1n[nH]c(=O)[nH]c1=O	2.7	19.6	1.5	-11.0	3.6	-1.4	-2.1	4.3	-0.9
Cc1ccc(CSc2nnc(-c3cccc(S(=O)(=O)N4CCOCC4)c3)n2C2CCCC2)cc1	2.4	-15.3	-1.4	-0.8	5.3	-11.0	-30.6	5.0	-0.1
Cc1ccc(C)c(OCCN2C(=O)NC3(CCc4ccccc4C3)C2=O)c1 (stereo unspecified)	-8.5	-0.4	9.8	3.0	-3.4	-9.3	3.4	9.8	0.2
COC(=O)/C(C#N)=C1/C=Cc2ccccc2N1C	-2.6	35.3	13.0	-12.7	-1.1	-3.8	-10.2	3.4	-0.2
CCOC(=O)CN1C(=O)SC(Nc2ccc(C)cc2)C1=O (stereo unspecified)	1.5	0.6&-1.7	-1.3	0.3	-3.0	3.7	5.2	8.3&9.7	-0.8
CCSc1nnc(NS(=O)(=O)c2ccc(C)cc2)s1	2.3	14.8	-1.2	-10.9	5.6	5.9	-7.5	4.5	-0.3
Fc1ccc(-c2nc3ccccc3[nH]2)cc1	-10.6	-36.1&-20.0	11.6	-5.2	-1.4	-15.6	-18.7	3.3&9.9	1.1
Cc1ccc(NC(=O)C2CCN(c3cnccn3)CC2)cc1C	1.3	17.2	3.8	-17.4	1.7	-16.4	-11.8	10.9	0.9
C=CCOC(=O)C1=C(C)NC(SCC)=C(C#N)C1c1ccc(Cl)cc1 (stereo unspecified)	-0.7	4.1	-2.4	-8.0	7.6	30.0	33.0	8.1	2.9
Cc1cc(=O)oc2cc(OCC3CC(c4ccc(Cl)cc4)=NO3)ccc12 (stereo unspecified)	3.3	-35.4	-0.7	-13.6	-49.6	4.5	-28.7	6.7	0.1
Cc1ccc(C)c(NC(=O)c2cc3ccccn3n2)c1	-1.7	-0.8	1.8	-9.1	4.6	-5.5	-0.9	13.9	-0.5
CCCCNC(=O)c1cc(-c2ccc(OC)c(OC)c2)on1	-4.3	-10.5	5.8	-5.5	3.1	0.3	-19.5	11.2	0.9
O=C(c1ccco1)N1CCN(CCCCOc2ccc(F)cc2)CC1	-2.4	23.3	8.9	9.9	0.9	-28.5	-11.1	5.4	1.1
CC(=O)Nc1ccc(S(=O)(=O)Oc2ccc3c(c2)C(C)=CC(C)(C)N3)cc1	4.3	-64.0	-6.8	-1.7	5.3	20.1	28.8	11.0	1.0
